Assay outcomes: PubChem, several laboratories
IDE cell activ: IDE (human) activation, cell-based; P14735; HEK cells, FAbeta-B cleavage, fluorescence polarization; 0% vehicle, 100% cell-free pure enzyme wells; activation, % at 5.96 µM; 0.073% of 340,000 active;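 active = activation above the mean of all tested compounds plus 3 SD, set per screening campaign, cut at about 17% in these data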
CRFR2-BP antag: antagonists of CRF-binding protein/CRF-R2 receptor complex | HEK293 CRF-R2/CRF-BP, CRF-induced calcium fluorescence | inhibition, % at 11.8 µM | 0.59% of 350,000 active | AID 588475;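 active = inhibition of the ligand-induced calcium signal above about 50% at the single tested concentration, limit read from the data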
VIM-2 inh: inhibitors of Pseudomonas aeruginosa VIM-2 metallo-beta-lactamase; 0.89% of 290,000 active; purified VIM-2, nitrocefin hydrolysis, epi-absorbance fluorescence; inhibition, % at 5.6 µM; AID 1527;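 active = inhibition above the mean of all tested compounds plus 3 SD, cutoff set per screening run, cut at about 7.5% in these data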;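 also: red hydrolysis product quenches plate fluorescence so inhibitors raise well fluorescence; 0% = enzyme with DMSO and 100% = DMSO without enzyme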
GalR3 antag: blocks the human galanin receptor 3; O60755; HEK293 GalR3-CNG cAMP membrane potential fluorescence; galR3 body fused to GalR1 C-terminus; inhibition, % at 3 µM; 0.44% of 360,000 active; AID 651719;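 active = inhibition above the screen-wide average plus 3 SD, cut at about 13% in these data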;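 also: forskolin and galanin both at EC90 stimulate the cells; cAMP rise reported by CNG channel membrane potential dye signal; 0% = forskolin plus galanin with DMSO and 100% = forskolin alone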
Target sequence (O60755 1-299 limits assumed): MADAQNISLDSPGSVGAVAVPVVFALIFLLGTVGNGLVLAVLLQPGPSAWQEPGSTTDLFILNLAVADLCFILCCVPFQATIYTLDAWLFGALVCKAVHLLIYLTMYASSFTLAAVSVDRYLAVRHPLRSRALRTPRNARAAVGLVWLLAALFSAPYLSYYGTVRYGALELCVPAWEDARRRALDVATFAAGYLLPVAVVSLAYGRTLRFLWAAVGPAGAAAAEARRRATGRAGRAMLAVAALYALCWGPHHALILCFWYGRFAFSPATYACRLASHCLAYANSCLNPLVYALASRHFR
NS3 helicase inh: blocks Hepatitis C virus NS3 helicase unwinding | inhibition, % at 10.9 µM | 0.56% of 290,000 active | NS3 helicase DNA unwinding, Cy5 molecular beacon fluorescence | AID 1800;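 active = inhibition above the mean of all tested compounds plus 3 SD, set per campaign, cut at about 35% in these data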;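 also: 0% = DMSO wells and 100% = thioflavine S control wells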
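Assay system: hepatitis C virus NS3 helicase domain fragment enzyme. Also added: annealed dual-labelled DNA beacon duplex, ATP-started. Timing: 1 h reaction at 25 °C, ATP-initiated. Technique: Cy5 fluorescence at 0 and 60 min, beacon hairpin quenching. Evaluation: % inhibition of unwinding. Replication: one well per compound.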
IDE inh: cellular human IDE inhibition; HEK cells, FAbetaB cleavage, fluorescence polarization; inhibition, % at 5.59 µM; 0.41% of 320,000 active; AID 434962;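 active = percent inhibition above the average of all tested compounds plus 3 SD, set per screening campaign, cut at about 16% in these data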;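 also: IDE supplied by intact live HEK cells; FP after avidin binding of uncleaved biotin substrate so inhibition keeps polarization high; 0% = DMSO wells and 100% = 60 µM reference IDE inhibitor Ii1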
IMP-1 inh: inhibitors of Pseudomonas aeruginosa IMP-1 metallo-beta-lactamase; purified IMP-1, nitrocefin hydrolysis, epi-absorbance fluorescence; AID 1556; inhibition, % at 5.6 µM; 0.45% of 290,000 active;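 active = inhibition above the mean plus 3 SD of all compounds in the same screening run, cut at about 4.5% in these data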;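 also: 0% = IMP-1 with DMSO and 100% = DMSO wells lacking enzyme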
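Assay system: purified IMP-1; Quantity: IMP-1 0.2 nM before substrate addition; Medium: HEPES buffer pH 7.1 with ZnSO4 and Brij 35; Incubation: 15 min enzyme–compound preincubation, then 25 min nitrocefin reaction, 25 °C; Signal: fluorescence quenching readout, ex 480/em 530 nm; Controls: DMSO with and without IMP-1; Repeats: singlicate testing.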
UBC9 SUMO inh: SUMOylation inhibition. P63279. HTRF SUMOylation assay, SAE1/SAE2 + UBC9, in vitro. inhibition, % at 35 µM. 0.36% of 290,000 active; in the data active = inhibition above about 50%, passing the limit was not always enough; also: strong numbers were not always called active
Target sequence (P63279 whole entry, looked up): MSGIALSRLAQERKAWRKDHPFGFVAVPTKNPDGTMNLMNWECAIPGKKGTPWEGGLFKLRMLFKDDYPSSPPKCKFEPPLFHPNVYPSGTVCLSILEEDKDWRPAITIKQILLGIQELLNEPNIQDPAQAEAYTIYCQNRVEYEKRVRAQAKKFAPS
p-CIP stab down: lowers stability of the mouse p/CIP coactivator protein; Q05BA5; F442A p/CIP-EGFP cells, EGFP fluorescence, 16 h; decrease of EGFP signal, % at 10 µM; 0.01% of 290,000 active;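 active = EGFP signal decrease of at least 30% at 10 µM or well 3 SD below plate mean, unless failing retest; inactive = the rest, including hits failing retest or dose response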; also: some compounds called inactive have numbers as strong as hits; many of its hits are not listed in these tables
* marks the source's active call; other numbers are inactive results. Not a hit list; overall some 3.2% were active at least once.

Cc1cccc(CC(C)NC(=O)CCc2nnc(-c3ccccc3)o2)n1 (stereo unspecified) was read as IDE cell activ -2, CRFR2-BP antag 15, VIM-2 inh 0.7, GalR3 antag 5, NS3 helicase inh -18, IDE inh 0, IMP-1 inh -3.2, UBC9 SUMO inh 11 and p-CIP stab down 0.
Cc1oc2ccc(NS(=O)(=O)c3ccccc3)cc2c1C(=O)Nc1ccccc1 was read as IDE cell activ -2, CRFR2-BP antag -14, VIM-2 inh -2.8, GalR3 antag -4, NS3 helicase inh -7, IDE inh 4, IMP-1 inh -3.4, UBC9 SUMO inh -6 and p-CIP stab down -2.
Screening O=C1CSC(=S)N1/N=C/c1ccc(Cl)c([N+](=O)[O-])c1 returned VIM-2 inh 2.8, NS3 helicase inh 44*, IDE inh 2, IMP-1 inh 1.4, UBC9 SUMO inh 31 and p-CIP stab down 0.
`Cc1cccc(NC(=O)CNC(=O)c2cn(Cc3ccccc3)nc2-c2cccnc2)c1C` gave IDE cell activ 3, CRFR2-BP antag -8, GalR3 antag -3 and IDE inh 2.
For CCOc1ccc(Br)cc1S(=O)(=O)NCCN1CCCC1 the results were IDE cell activ 3, CRFR2-BP antag -2, VIM-2 inh 0.8, GalR3 antag -10, NS3 helicase inh -6, IDE inh 0, IMP-1 inh -2.3, UBC9 SUMO inh 24 and p-CIP stab down -3.
For CC(NC(=O)c1cccc(S(=O)(=O)N2CCN(C)CC2)c1)C1CC2CCC1C2 (stereo unspecified) the results were IDE cell activ 4, CRFR2-BP antag -10, VIM-2 inh -1.1, GalR3 antag 2, NS3 helicase inh -9, IDE inh -2, IMP-1 inh -1.5, UBC9 SUMO inh 5 and p-CIP stab down -4.
For COCCC(=O)N1CCCC(CCC(=O)NCc2ccc(F)c(F)c2)C1 (stereo unspecified) the results were IDE cell activ 5, CRFR2-BP antag 2, VIM-2 inh -2.3, GalR3 antag -3, NS3 helicase inh -14, IDE inh -1, IMP-1 inh -3.4, UBC9 SUMO inh 20 and p-CIP stab down -17.
Screening Cc1cccc(OCc2nnc(N)s2)c1C returned IDE cell activ 3, CRFR2-BP antag -7, VIM-2 inh -1.0, GalR3 antag -2, NS3 helicase inh -7, IDE inh 0, IMP-1 inh -2.6, UBC9 SUMO inh 1 and p-CIP stab down -2.
Oc1cccc(/C=N/c2c(-c3ccco3)nc3ccccn23)c1 was read as IDE cell activ 4, CRFR2-BP antag 21, VIM-2 inh 1.8, GalR3 antag -4, NS3 helicase inh 1, IDE inh -1, IMP-1 inh 1.9, UBC9 SUMO inh 8 and p-CIP stab down -15.
COC(=O)c1coc(-c2ccc(OC)cc2)c1C(=O)OC was read as IDE cell activ 3, CRFR2-BP antag 5, VIM-2 inh -2.0, GalR3 antag 3, NS3 helicase inh -3, IDE inh -3, IMP-1 inh -2.6, UBC9 SUMO inh 8 and p-CIP stab down -13.
For CN1CCC(N(C)C(=S)NC(=O)C23CC4CC(CC(C4)C2)C3)CC1 the results were IDE cell activ 8, CRFR2-BP antag 15, VIM-2 inh -4.5, GalR3 antag -3, NS3 helicase inh 4, IDE inh -4, IMP-1 inh -3.9, UBC9 SUMO inh -9 and p-CIP stab down -3.
`CC1(C)C2CCC13CS(=O)(=O)N[C@@H]3C2` (stereo partly specified) gave IDE cell activ -1, CRFR2-BP antag 1, VIM-2 inh -2.6, GalR3 antag 0, NS3 helicase inh -3, IDE inh 3, IMP-1 inh -3.7, UBC9 SUMO inh 13 and p-CIP stab down -6.
Screening CC(=O)c1cccc(NC(=O)c2noc3c2CCc2ccccc2-3)c1 returned IDE cell activ 5, CRFR2-BP antag -3, VIM-2 inh 1.4, GalR3 antag -1, NS3 helicase inh -6, IDE inh 0, IMP-1 inh -0.2, UBC9 SUMO inh -7 and p-CIP stab down 1.
Screening O=C(NC1CCOC1)c1ccc(OC2CCN(CCc3ccccc3)CC2)cc1 (stereo unspecified) returned IDE cell activ 0, CRFR2-BP antag -17, VIM-2 inh -3.0, GalR3 antag -6, NS3 helicase inh 6, IDE inh 9, IMP-1 inh -2.7, UBC9 SUMO inh 9 and p-CIP stab down 0.
For c1ccc(Cn2nnc3c(NCCN4CCOCC4)ncnc32)cc1 the results were IDE cell activ -1, CRFR2-BP antag -5, VIM-2 inh 1.3, GalR3 antag -4, NS3 helicase inh -2, IDE inh 6, IMP-1 inh -0.6, UBC9 SUMO inh -4 and p-CIP stab down -4.
Screening C=C(C)Cn1cnc2cc(C)c(C)cc21 returned IDE cell activ -2, CRFR2-BP antag 18, VIM-2 inh -3.1, GalR3 antag -6, NS3 helicase inh -11, IDE inh 6, IMP-1 inh -1.2, UBC9 SUMO inh 6 and p-CIP stab down -4.
For COc1ccc(CCNC(=O)c2ccccc2Cl)cc1OC the results were IDE cell activ 4, CRFR2-BP antag 0, VIM-2 inh -3.7, GalR3 antag -5, NS3 helicase inh -3, IDE inh 0, IMP-1 inh -3.3, UBC9 SUMO inh -2 and p-CIP stab down -4.
Screening COc1ccc(N2CCN(CCN3C(=O)c4ccccc4C3=O)CC2)cc1 returned IDE cell activ 5, CRFR2-BP antag -5, VIM-2 inh -3.3, GalR3 antag -7, NS3 helicase inh 11, IDE inh -1, IMP-1 inh -2.2, UBC9 SUMO inh 7 and p-CIP stab down -12.
O=C(COc1ccc([N+](=O)[O-])cc1)NCCc1nc2ccccc2[nH]1 was read as CRFR2-BP antag -8, VIM-2 inh -0.7, GalR3 antag 3, NS3 helicase inh 2, IDE inh -1, IMP-1 inh -1.4, UBC9 SUMO inh 23 and p-CIP stab down 3.
For Cc1nc(SCc2ccc(F)cc2)n[nH]1 the results were IDE cell activ 1, CRFR2-BP antag 2, VIM-2 inh 0.7, GalR3 antag -8, NS3 helicase inh -1, IDE inh -2, IMP-1 inh -2.8, UBC9 SUMO inh -10 and p-CIP stab down 11.
Screening C/C(=N\NC(=O)CN1CCN(Cc2ccc(C)cc2)CC1)c1ccncc1 returned IDE cell activ 4, CRFR2-BP antag 2, VIM-2 inh -3.3, GalR3 antag 1, NS3 helicase inh -4, IDE inh 4, IMP-1 inh -2.2, UBC9 SUMO inh -2 and p-CIP stab down 0.
COc1ccc(C2/C(=C(/O)c3ccc(S(=O)(=O)N4CCOCC4)cc3)C(=O)C(=O)N2CCN2CCOCC2)cc1 (stereo unspecified) was read as IDE cell activ 3, CRFR2-BP antag 7, VIM-2 inh -0.6, GalR3 antag -8, NS3 helicase inh -4, IDE inh 8, IMP-1 inh -4.3, UBC9 SUMO inh 6 and p-CIP stab down 8.
`CCCCc1n[nH]c2c1/C(=N/OCC)CC(C)(C)C2` gave CRFR2-BP antag -33, VIM-2 inh -0.5, GalR3 antag 2, NS3 helicase inh 23, IDE inh -5, IMP-1 inh -0.5, UBC9 SUMO inh 35 and p-CIP stab down -13.
For CC(C)(C)NCC(O)COc1cccc2[nH]c(=O)[nH]c12 (stereo unspecified) the results were IDE cell activ -3, CRFR2-BP antag -7, GalR3 antag -6 and IDE inh 1.
O=C(O)CCCNC(=O)CCn1nnc2ccccc2c1=O was read as IDE cell activ 5, CRFR2-BP antag -4, VIM-2 inh 0.1, GalR3 antag -5, NS3 helicase inh -5, IDE inh -6, IMP-1 inh -1.8, UBC9 SUMO inh 18 and p-CIP stab down -1.
`CCC(=O)Nc1cccc(-n2nnnc2SCC(=O)N(C(C)C)C(C)C)c1` gave IDE cell activ 5, CRFR2-BP antag -12, VIM-2 inh -4.1, GalR3 antag 1, NS3 helicase inh 6, IDE inh 4, IMP-1 inh -3.9, UBC9 SUMO inh 4 and p-CIP stab down -9.
O=C(CSc1nc2ccccc2c(=O)[nH]1)Nc1ccc(N2CCOCC2)c(Cl)c1 was read as IDE cell activ -3, CRFR2-BP antag 5, VIM-2 inh 0.2, GalR3 antag -7, NS3 helicase inh -10, IDE inh 1, IMP-1 inh -0.7, UBC9 SUMO inh 0 and p-CIP stab down 1.
Screening CCCCOC(=O)c1ccc(NS(=O)(=O)c2cc(-c3nnnn3CC)ccc2OC)cc1 returned IDE cell activ 3, CRFR2-BP antag -3, VIM-2 inh -3.5, GalR3 antag 2, NS3 helicase inh -6, IDE inh 3, IMP-1 inh -4.0, UBC9 SUMO inh 13 and p-CIP stab down -4.
`COc1ccc(NS(=O)(=O)c2cccc(C(=O)NCc3cccnc3)c2)cc1` gave IDE cell activ 8, CRFR2-BP antag -4, GalR3 antag -3 and IDE inh -1.
`O=C(CN1C(=O)CSC1=O)N1CCc2ccccc2C1` gave IDE cell activ 2, CRFR2-BP antag 5, VIM-2 inh -1.8, GalR3 antag -3, NS3 helicase inh 0, IDE inh 2, IMP-1 inh 2.0, UBC9 SUMO inh -1 and p-CIP stab down 0.
`Cc1cc(-c2nn(-c3ccccc3F)cc2CN2CCCC(CO)C2)c(C)s1` (stereo unspecified) gave IDE cell activ 4, CRFR2-BP antag -38, VIM-2 inh -4.2, GalR3 antag -5, NS3 helicase inh -10, IDE inh 3, IMP-1 inh -5.0, UBC9 SUMO inh 13 and p-CIP stab down 4.
`CCOc1nc(C)ccc1-c1noc(-c2cccnc2)n1` gave IDE cell activ -2, CRFR2-BP antag 20, VIM-2 inh -0.2, GalR3 antag -11, NS3 helicase inh 0, IDE inh 0, IMP-1 inh 0.2, UBC9 SUMO inh 16 and p-CIP stab down -10.

A draw from above in order of count of non-hydrogen atoms, ascending:
`CC1(C)C2CCC13CS(=O)(=O)N[C@@H]3C2` (stereo partly specified) gave IDE cell activ -1, CRFR2-BP antag 1, VIM-2 inh -2.6, GalR3 antag 0, NS3 helicase inh -3, IDE inh 3, IMP-1 inh -3.7, UBC9 SUMO inh 13 and p-CIP stab down -6.
For CC(C)(C)NCC(O)COc1cccc2[nH]c(=O)[nH]c12 (stereo unspecified) the results were IDE cell activ -3, CRFR2-BP antag -7, GalR3 antag -6 and IDE inh 1.
O=C(COc1ccc([N+](=O)[O-])cc1)NCCc1nc2ccccc2[nH]1 was read as CRFR2-BP antag -8, VIM-2 inh -0.7, GalR3 antag 3, NS3 helicase inh 2, IDE inh -1, IMP-1 inh -1.4, UBC9 SUMO inh 23 and p-CIP stab down 3.
`CCC(=O)Nc1cccc(-n2nnnc2SCC(=O)N(C(C)C)C(C)C)c1` gave IDE cell activ 5, CRFR2-BP antag -12, VIM-2 inh -4.1, GalR3 antag 1, NS3 helicase inh 6, IDE inh 4, IMP-1 inh -3.9, UBC9 SUMO inh 4 and p-CIP stab down -9.
Cc1oc2ccc(NS(=O)(=O)c3ccccc3)cc2c1C(=O)Nc1ccccc1 was read as IDE cell activ -2, CRFR2-BP antag -14, VIM-2 inh -2.8, GalR3 antag -4, NS3 helicase inh -7, IDE inh 4, IMP-1 inh -3.4, UBC9 SUMO inh -6 and p-CIP stab down -2.
